From PubChem BioAssay
KCNK9 block: blocks the human KCNK9 two-pore domain potassium channel; HEK293 KCNK9, FluxOR thallium flux fluorescence; active compounds read low; B-score at 10 µM; 310,000 tested, 1.2% active; AID 488922;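 active = ratio B-score over 3 SD below the library mean, with starting fluorescence within 5 SD of its mean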;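 also: negative B-score means less thallium flux so channel inhibition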
RGS4 act: potentiators or activators of RGS4. HEK293 M3R/inducible RGS4, carbachol calcium flux Fluo4; active compounds read low. B-score at 10 µM. 310,000 tested, 0.92% active. AID 463111;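 active = B-score of the integrated calcium signal more than 4 SD below the library mean, with starting fluorescence not abnormally high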;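 also: negative B-score means reduced calcium response which marks RGS4 activation or potentiation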
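Detection: kinetic calcium fluorescence imaging with Fluo4-AM dye, 2 µM / Material: HEK293 cells with stable M3R and inducible RGS4 / Schedule: recording 10 s baseline at 1 Hz, 100 s post-agonist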
GSK3A inh: blocks human GSK-3 alpha kinase; P49840; ADP-Glo luminescence, 60 min; inhibition, % at 10 µM; 320,000 tested, 0.1% active; AID 2650;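 in the data active = inhibition above about 50%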;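 also: GST-tagged GSK-3 alpha with peptide substrate and 25 µM ATP; 0% = DMSO neutral wells and 100% = GW8510 positive control wells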
Target sequence (P49840 whole entry, looked up): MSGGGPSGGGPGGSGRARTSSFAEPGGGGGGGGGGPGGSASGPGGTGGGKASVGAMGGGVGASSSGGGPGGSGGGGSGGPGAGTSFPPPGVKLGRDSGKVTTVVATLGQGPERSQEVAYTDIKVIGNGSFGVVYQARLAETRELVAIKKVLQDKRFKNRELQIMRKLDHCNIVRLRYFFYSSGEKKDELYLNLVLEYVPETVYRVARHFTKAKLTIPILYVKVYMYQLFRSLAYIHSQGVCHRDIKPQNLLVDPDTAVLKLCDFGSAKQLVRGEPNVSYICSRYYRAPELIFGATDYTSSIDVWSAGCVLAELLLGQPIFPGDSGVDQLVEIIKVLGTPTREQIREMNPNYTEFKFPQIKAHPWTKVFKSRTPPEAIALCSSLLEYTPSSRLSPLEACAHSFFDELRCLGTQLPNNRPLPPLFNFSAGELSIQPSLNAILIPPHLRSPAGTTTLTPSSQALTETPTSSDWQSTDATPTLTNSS
RGS4 inh: inhibitors of human RGS4; HEK293 M3R/RGS4 inducible, Fluo-4 calcium flux; active compounds read high; triggered by carbachol at its EC20; P49798; B-score at 10 µM; AID 463165; 310,000 tested, 0.45% active;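 active = B-score, a plate-corrected calcium signal, over three deviations above library mean, with baseline fluorescence within five deviations of library mean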;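 also: RGS4 expression induced by doxycycline in cells with stable M3 receptor; B-score is computed from the integrated fluorescence ratio over baseline after carbachol; higher B-score means a larger calcium signal and so more RGS4 inhibition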
GSK3beta inhib: human GSK3beta kinase inhibition; P49841; GST-GSK3beta kinase, ADP-Glo luminescence, 60 min; active compounds read low; activity score (negative = inhibition), % at 10 µM; 300,000 tested, 0.038% active;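 active = more than half of replicate wells score below -50%, meaning over 50% inhibition versus plate controls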;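 also: 0% = median DMSO wells and -100% = median GW8510 positive control wells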
Target sequence (P49841 whole entry, looked up): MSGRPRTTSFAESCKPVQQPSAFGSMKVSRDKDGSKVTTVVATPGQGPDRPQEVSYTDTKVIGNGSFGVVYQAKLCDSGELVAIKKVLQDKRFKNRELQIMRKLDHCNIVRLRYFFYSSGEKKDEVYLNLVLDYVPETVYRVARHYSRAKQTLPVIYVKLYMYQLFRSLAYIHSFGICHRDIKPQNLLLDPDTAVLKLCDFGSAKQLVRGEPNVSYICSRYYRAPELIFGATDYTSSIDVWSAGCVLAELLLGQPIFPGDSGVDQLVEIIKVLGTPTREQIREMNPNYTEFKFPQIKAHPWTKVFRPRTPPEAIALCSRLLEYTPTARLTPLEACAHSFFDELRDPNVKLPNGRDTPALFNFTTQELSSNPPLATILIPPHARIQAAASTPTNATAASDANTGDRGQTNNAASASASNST
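test system = GST-tagged human GSK3beta kinase, cell-free | reagent = 25 µM ATP with peptide substrate | dosing = one dose of 10 µM per compound | schedule = 60 min reaction, RT | detection = luminescent ADP-Glo measurement of ADP formed | control set = DMSO neutral wells and GW8510 at 20 µM as positive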
KCNK3 inh: human KCNK3 channel inhibition, primary screen | O14649 | CHO-KCNK3 thallium flux, FluxOR fluorescence; active compounds read low | B-score at 10 µM | 340,000 tested, 0.84% active;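 active = B-score under library mean minus 4 SD, starting fluorescence ratio at most library mean plus 5 SD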;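 also: more negative B-score means stronger inhibition of thallium flux through KCNK3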
hERG rescue: compounds protecting human hERG from proarrhythmic drug block; AID 1511; 310,000 tested, 0.51% active; activation (rescue from dofetilide block), less the hit threshold, % at 10 µM; CHO-hERG, FluxOR thallium flux, dofetilide IC70 present;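 active = activation above the mean of controls blocked by dofetilide plus 5 SD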;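 also: thallium influx through hERG after potassium depolarization seen as dye fluorescence rise; in these data hits start at about 4.7%; inactives centre near -7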
PolyA inhibitor: inhibitors of polyadenylation in S. cerevisiae; S. cerevisiae SKY197-pL101 polyadenylation reporter, beta-gal luminescence; efflux-impaired pdr1/pdr3 knockout yeast; score 100 = 6 SD above DMSO; calls only at 12 µM; 300,000 tested, 0.02% active;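 active = lowest replicate activity score at least 50, where 100 means six control SD above control mean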;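 also: yeast exposed to compound for 9 h at 30 °C; higher score means more reporter readthrough which indicates perturbed polyadenylation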
KCNQ1 pot: potentiates or activates the human KCNQ1 potassium channel. P51787. AID 2648. 310,000 tested, 0.35% active. CHO-K1 KCNQ1, thallium flux FluxOR fluorescence; active compounds read high. B-score at 10 µM;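 active = fluorescence ratio B-score, a plate-corrected score, at least three library SD, with initial intensity B-score within 5 SD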
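Test system: CHO-K1 cells stably expressing KCNQ1 / Medium: assay buffer / Also added: depolarizing K+/Tl+ stimulus, K2SO4 and Tl2SO4 each 12.5 mM in 5x stock / Incubation: 90 min dye loading and 20 min compound exposure, both at room temperature / Signal: thallium influx via FluxOR fluorescence, kinetic imaging / Evaluation: B score of baseline-normalized fluorescence ratio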
DYRK1A inh: blocks rat Dyrk1A kinase activity; Q63470; ADP-Glo luminescence, NFATc1 peptide; inhibition, % at 12.5 µM; 310,000 tested, 0.43% active; AID 504441; in the data active = inhibition above about 50%;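 also: plate controls were vehicle with enzyme for no effect and no enzyme for full effect; many of its hits are not listed in these tables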
KCNQ1 block: inhibitors of human KCNQ1 potassium channel; P51787; CHO-K1 KCNQ1, FluxOR thallium flux fluorescence; active compounds read high; B-score at 10 µM; 310,000 tested, 1.3% active; AID 2642;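 active = compounds whose thallium flux B-score, printed positive for inhibition, exceeds three library SD while starting fluorescence stays within three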;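 also: channel opened by potassium depolarization with thallium stimulus after 20 min compound exposure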
Numbers without * were called inactive; i = inactive; . = no result given. A portion of the library, so the mix of outcomes need not match the whole.

no.	compound	KCNK9 block	RGS4 act	GSK3A inh	RGS4 inh	GSK3beta inhib	KCNK3 inh
1	COc1ccc(CCNC(=O)c2ccc(CS(=O)(=O)c3ccc(C)cc3)o2)cc1OC	i	i	.	i	4	i
2	O=C(Cn1ccc(C(F)(F)F)n1)Nc1ccc(S(=O)(=O)NCc2ccco2)cc1	i	i	0	i	5	i
3	O=C(NC1CCCCC1NC(=O)c1ccco1)c1ccco1 (configuration not stated)	i	i	0	i	1	i
4	COC(=O)[C@@H](NC(=O)Nc1cccc(OC)c1)C(C)C	i	i	-1	i	-1	i
5	COc1ccccc1NC(=O)c1ccc(NC(=O)COC(=O)C2CCCCC2)cc1	i	i	2	i	0	i
6	O=C(N/C(=C\c1ccccc1)C(=O)N1CCOCC1)c1cccc(Br)c1	i	i	3	i	-5	i
7	CCC(Oc1ccccc1C)C(=O)N1CCCN(C)CC1 (configuration not stated)	i	i	1	i	-1	i
8	CCc1nnc(NC(=O)CN2CCOCC2)s1	i	i	0	i	0	i
9	COc1ccc(C(=O)Nc2nc(-c3ccc(S(=O)(=O)N4CCOCC4)cc3)cs2)cc1	i	-7.8*	-1	i	3	i
10	Cc1cc(C(=O)N2CCN(c3ccc([N+](=O)[O-])cc3)CC2)co1	i	i	0	i	-6	i
11	O=C(Nc1nccs1)C1(S(=O)(=O)c2ccc(Cl)cc2)CC1	i	i	4	i	5	i
12	Nc1ncnc2c1nc(Sc1ccc(Cl)cc1)n2[C@@H]1O[C@@H]2COP(=O)(O)O[C@H]2[C@H]1O	i	i	1	i	1	i

no.	hERG rescue	PolyA inhibitor	KCNQ1 pot	DYRK1A inh	KCNQ1 block
1	-12	i	i	-7	i
2	-15	i	i	-1	i
3	-6	.	i	1	i
4	-7	i	i	-1	i
5	-7	i	i	-19	i
6	-8	i	i	-3	i
7	-5	i	i	-9	i
8	-1	i	i	-4	i
9	-9	i	i	-4	i
10	-18	i	i	.	i
11	-8	i	i	3	i
12	-2	i	i	5	i

More compounds follow.
no.	compound	KCNK9 block	RGS4 act	GSK3A inh	RGS4 inh	GSK3beta inhib	KCNK3 inh
13	Cc1[nH]n(C(N)=S)c(=O)c1N=Nc1cc(C(F)(F)F)ccc1Cl	i	i	15	i	4	i
14	O=C(NCc1ccc(C(=O)O)cc1)OCc1ccccc1	i	i	1	i	-2	i
15	Cc1nonc1-c1ccc2c(c1)OCO2	i	i	0	i	0	i
16	CCOC(=O)C(c1ccccc1)N1CCN(c2ccc(OC)cc2)CC1 (configuration not stated)	i	i	6	i	0	i
17	O=S(=O)(c1ccc(Br)cc1)N1CCCN(Cc2ccccc2F)CC1	i	-7.4*	0	i	1	i
18	O=C(N/N=C/c1cccc2ccccc12)c1cc2ccccc2o1	i	i	.	i	0	i
19	COc1ccc(C(=O)Nc2cnc(NC(=O)c3cccs3)cc2C)cc1	i	i	-3	i	0	i
20	CCOC(=O)c1c(C)n(CC)c2ccc(OC(=O)c3ccc([N+](=O)[O-])cc3)cc12	i	i	-2	i	0	i
21	CN(C)C(=O)c1ccc(-c2cc(C(F)(F)F)n(C)n2)s1	i	i	2	i	0	i
22	Cc1ccc(C2(c3ccc(C)cc3)NC(=O)N(CC(N)=O)C2=O)cc1	i	i	-1	i	5	i
23	O=C(NC1CCCC1)C(c1ccncc1)N(CCCN1CCOCC1)C(=O)c1ccc(-c2ccccc2)[nH]1 (configuration not stated)	i	i	-1	i	-5	i
24	Cc1cc(NC(=O)c2ccccc2-c2ccccc2C(=O)O)no1	i	i	0	i	-4	i

no.	hERG rescue	PolyA inhibitor	KCNQ1 pot	DYRK1A inh	KCNQ1 block
13	-11	i	i	0	i
14	-7	i	i	-3	i
15	-2	i	i	-2	i
16	-4	i	i	3	i
17	-4	i	i	-2	i
18	-6	i	i	3	i
19	-12	i	i	6	i
20	-7	i	i	1	i
21	-5	i	i	-8	i
22	0	i	i	0	i
23	-20	i	i	4	i
24	-4	i	i	0	i

More results.
no.	compound	KCNK9 block	RGS4 act	GSK3A inh	RGS4 inh	GSK3beta inhib	KCNK3 inh
25	CCN(CC)C(=O)CSc1nnc(-c2ccco2)o1	i	i	1	i	1	i
26	Cc1c(CCC(=O)NC2CC2)c(=O)oc2cc(O)ccc12	i	i	3	i	1	i
27	O=C(Cn1nc(-c2ccc(Cl)cc2)ccc1=O)NCc1ccc2c(c1)OCO2	i	i	0	i	-5	i
28	O=C(Cn1cccn1)N1CCCC(Nc2ccc(F)c(F)c2)C1 (configuration not stated)	i	i	-3	i	2	i
29	O=C(Nc1cccc(C(=O)O)c1)/C(=C\c1ccc(F)cc1)NC(=O)c1ccco1	i	i	-3	i	7	i
30	O=C(Cn1cnc2ccccc21)Nc1ccc(F)c(F)c1	i	i	0	i	3	i
31	COc1ccccc1CNC(=O)C(CC(C)C)NC(=O)C1CCC(C)CC1 (configuration not stated)	i	i	-1	i	0	i
32	Cc1ccccc1-n1nnnc1SCc1cc(=O)n2ccsc2n1	i	i	-1	i	0	i
33	Cn1nc(C(F)(F)F)c2cc(C(=O)Nc3ccc(F)cc3F)sc21	-7.2*	i	-1	i	4	i
34	O=S(=O)(c1ccc(Br)cc1)n1c(Cc2ccccc2)nc2ccccc21	i	i	-5	i	-1	i
35	Cc1csc2nc(CCNS(=O)(=O)c3cccs3)cn12	i	i	-2	i	0	i
36	CC[N+]1=CN(c2ccccc2)C(C)=CC1(C)C	i	i	0	i	2	i

no.	hERG rescue	PolyA inhibitor	KCNQ1 pot	DYRK1A inh	KCNQ1 block
25	-8	i	i	.	i
26	-5	i	i	2	i
27	-3	i	i	1	i
28	-14	i	i	-1	i
29	-4	i	i	0	i
30	-8	i	i	7	i
31	-4	i	i	-6	i
32	-6	i	i	18	i
33	-5	i	i	10	i
34	-14	i	i	2	i
35	-5	i	i	5	i
36	-8	i	i	-7	i

Additional results.
no.	compound	KCNK9 block	RGS4 act	GSK3A inh	RGS4 inh	GSK3beta inhib	KCNK3 inh
37	COc1ccc(S(=O)(=O)N2CCC(C(=O)NC3CC3)CC2)cc1Cl	i	i	-2	i	-9	i
38	Cc1cc(NC(=O)c2cnn3c(C(F)(F)F)cc(-c4ccc(Br)cc4)nc23)no1	i	i	-4	i	3	i
39	COc1ccc(CCNC(=O)c2ccccc2C(=O)NCCc2ccc(OC)c(OC)c2)cc1OC	i	i	-2	i	-1	i
40	CCc1ncc(CN2CCCC(C(=O)Nc3cccc(-c4cccc(C)c4)c3)C2)cn1 (configuration not stated)	i	i	-1	i	-1	-11*
41	Cc1ccccc1N(Cc1ccccc1F)S(C)(=O)=O	i	i	.	i	2	i
42	O=C(NCC(c1ccco1)N1CCc2ccccc2C1)c1ccc(F)cc1 (configuration not stated)	i	i	2	i	1	i
43	CN(C)C(CNC(=O)CCNC(=O)c1ccc(Br)cc1)c1ccco1 (configuration not stated)	i	i	-5	i	-4	i
44	CCCCC(C(=O)N/N=C/c1ccccn1)C(=O)N/N=C/c1ccccn1	i	i	-4	i	-2	i
45	CCC(CC)C(=O)N1CC(=O)Nc2ccc(C)cc2C1c1ccccc1 (configuration not stated)	i	i	-4	i	-1	i
46	CCOC(=O)c1cccc(NC(=O)C2(S(=O)(=O)c3ccc(Cl)cc3)CC2)c1	i	i	1	i	-2	i
47	CC1CC(C)CN(CCC(=O)Nc2ccc(Br)cc2)C1 (configuration not stated)	i	i	2	i	-4	i
48	COC(=O)c1ccc(N2CCN(C)CC2)c(NC(=O)c2cccs2)c1	i	i	-1	i	.	i

no.	hERG rescue	PolyA inhibitor	KCNQ1 pot	DYRK1A inh	KCNQ1 block
37	-7	i	i	4	i
38	-15	i	i	20	i
39	-17	i	i	.	i
40	-13	i	i	3	i
41	-10	i	i	0	i
42	-7	i	i	-5	i
43	-20	i	i	16	i
44	-8	i	i	.	i
45	-1	i	i	1	i
46	-6	i	i	4	i
47	-11	i	i	6	i
48	-11	i	i	2	i

Other structures.
no.	compound	KCNK9 block	RGS4 act	GSK3A inh	RGS4 inh	GSK3beta inhib	KCNK3 inh
49	O=c1nc2s/c(=C\c3ccco3)c(=O)n2nc1Cc1ccc(F)cc1	i	i	-2	i	-1	i
50	O=C(CC1CCCCC1)NC1CCCC1	i	i	1	i	1	i
51	CC1CCCN(C(=O)CN(C)S(=O)(=O)c2cccc3nsnc23)C1 (configuration not stated)	i	i	4	i	0	i
52	CCCCOc1ccccc1C(=O)NCCCC(=O)O	i	i	0	i	-1	i
53	CCCCOc1ccc(C(=O)N/C(=C\c2cccc([N+](=O)[O-])c2)C(=O)OCCC)cc1	i	i	-3	i	0	i

no.	hERG rescue	PolyA inhibitor	KCNQ1 pot	DYRK1A inh	KCNQ1 block
49	-6	i	i	-4	i
50	-3	i	i	-6	i
51	-8	i	i	-4	i
52	-5	i	i	2	i
53	-4	i	i	0	i
